RPL19A TOR yeast: alters RPL19A-GFP fluorescence in TOR pathway yeast screen; AID 2025; S. cerevisiae RPL19A-GFP strain, flow cytometry, 3 h; active compounds read low; 330,000 tested, 0.3% active; percent response vs DMSO, % at 10 µM;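 active = percent response vs DMSO below 50%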;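 note: median channel GFP fluorescence of the barcoded RPL19A-GFP strain; ratio of sample median GFP to plate DMSO average so 100% = DMSO; lower means less RPL19A-GFP as with rapamycin TOR inhibition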
AHR act: activates the human aryl hydrocarbon receptor; activation, % at 5 µM; AHR-responsive luciferase reporter cells, luminescence; P35869; 320,000 tested, 2.5% active; in the data active = activation above about 47%;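 note: 0% = vehicle wells and 100% = reference agonist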
proCasp7 act: activates human procaspase-7, counter-screen for procaspase-3 activators; 330,000 tested, 0.093% active; P55210; recombinant procaspase-7, Ac-DEVD-pNA absorbance 405 nm; D23A/D198A/D206A triple mutant, cannot self-cleave; scale: DMSO 0, 5 µM enzyme 100; activation, % at 8.5 µM;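 active = percent activation above the screen-wide mean plus 3 SD, cut at about 25% in these data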
Target sequence (P55210 whole entry D23A/D198A/D206A): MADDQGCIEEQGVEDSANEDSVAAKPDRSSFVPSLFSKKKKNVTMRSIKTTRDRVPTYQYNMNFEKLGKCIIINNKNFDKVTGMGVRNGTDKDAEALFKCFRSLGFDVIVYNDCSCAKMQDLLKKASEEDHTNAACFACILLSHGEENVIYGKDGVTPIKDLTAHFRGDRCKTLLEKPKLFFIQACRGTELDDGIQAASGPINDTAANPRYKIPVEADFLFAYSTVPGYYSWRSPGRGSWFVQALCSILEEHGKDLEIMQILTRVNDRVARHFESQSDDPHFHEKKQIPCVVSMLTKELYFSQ
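Assay system: Uncleavable procaspase-7 mutant enzyme; Input: 2 µM procaspase-7 mutant as dispensed; Also added: DEVD-pNA substrate; Medium: Zinc-free HEPES pH 7.4 with 300 mM NaCl, 0.01% Triton X-100; Timing: 1 h compound preincubation, 2 h substrate cleavage, 25 °C; Measured by: Epi-absorbance of released pNA at 405 nm, two timepoints.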
MEP2 TOR yeast: alters MEP2-GFP fluorescence in TOR pathway yeast screen; S. cerevisiae MEP2-GFP strain, flow cytometry GFP, 3 h; 100% = DMSO control level; GFP response vs DMSO, % at 10 µM; 330,000 tested, 0.51% active; AID 2016;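 active = GFP response versus DMSO above a set limit, roughly screen mean plus 3 SD, cut at about 180% in these data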;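 note: median GFP fluorescence of the barcode-gated MEP2-GFP cells per well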
JMJD2C inh: inhibitors of human GASC-1 (JMJD2C) demethylase | AID 2099 | inhibition, % at 2.35 µM | 330,000 tested, 0.069% active | GST-JMJD2C(1-420) H3K9me3 demethylation, DELFIA europium;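 active = more than half of a compound's replicate wells show inhibition beyond 50%, single wells judged on their own value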;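 note: signal counts dimethyl H3K9 product captured on neutravidin plate; 0% = median of DMSO wells and 100% = 0.3 times that DMSO median; strong numbers were not always called active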
Target sequence (Q9H3R0 1-420 limits assumed): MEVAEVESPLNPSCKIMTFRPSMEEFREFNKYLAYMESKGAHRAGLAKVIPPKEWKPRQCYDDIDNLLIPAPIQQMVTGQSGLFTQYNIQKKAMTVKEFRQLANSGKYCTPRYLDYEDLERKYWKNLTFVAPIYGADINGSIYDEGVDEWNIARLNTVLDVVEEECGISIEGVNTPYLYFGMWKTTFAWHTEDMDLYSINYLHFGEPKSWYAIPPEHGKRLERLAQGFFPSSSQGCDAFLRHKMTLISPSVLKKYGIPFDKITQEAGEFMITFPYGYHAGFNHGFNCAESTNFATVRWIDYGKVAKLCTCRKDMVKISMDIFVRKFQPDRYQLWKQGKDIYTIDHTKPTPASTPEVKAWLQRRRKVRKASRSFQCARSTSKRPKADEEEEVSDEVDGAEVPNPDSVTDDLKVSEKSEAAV
Yeast superoxide: caloric restriction mimetics inhibiting age-related superoxide in yeast. superoxide response (% of plate mean), % at 10 µM. S. cerevisiae aged cells, superoxide DHE fluorescence; active compounds read low. 330,000 tested, 0.18% active. AID 2690;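 active = superoxide response under a set limit, about three screen SD below normal, cut at about 65% in these data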;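 note: yeast aged for seven days with compound at 30 °C before DHE staining; 100% = average MFI of all compound-treated wells on the plate with controls excluded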
LAP4-GFP MLPCN: modulators of TOR pathway LAP4-GFP in S. cerevisiae | S. cerevisiae LAP4-GFP multiplex, flow cytometry GFP, 3 h; median GFP as percent of DMSO wells | GFP response vs DMSO, % at 10 µM | 320,000 tested, 0.34% active | AID 2023;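 active = GFP response vs DMSO above a set limit, about the screen mean plus 3 SD, cut at about 150% in these data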
proCasp3 act: activates human procaspase-3. P42574. recombinant procaspase-3 D3A, Ac-DEVD-pNA absorbance 405 nm. activation, % at 8.5 µM. 330,000 tested, 0.11% active. AID 463141;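 active = activation above the mean of all tested compounds plus 3 SD, cut at about 21% in these data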;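 note: 0% = DMSO alone and 100% = DMSO wells spiked with extra 5 µM PC-3 D3A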
Target sequence (P42574 whole entry D9A/D28A/D175A): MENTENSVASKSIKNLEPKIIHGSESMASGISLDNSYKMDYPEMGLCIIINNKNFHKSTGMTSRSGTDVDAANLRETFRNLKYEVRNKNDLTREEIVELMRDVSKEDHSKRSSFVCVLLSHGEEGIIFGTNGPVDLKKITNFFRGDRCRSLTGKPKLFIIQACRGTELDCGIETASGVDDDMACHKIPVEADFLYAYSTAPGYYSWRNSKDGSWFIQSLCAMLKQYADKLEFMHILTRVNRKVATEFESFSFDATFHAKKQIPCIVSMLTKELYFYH
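Assay system – Procaspase-3 D3A mutant · Benchmarks – DMSO low control, extra-enzyme high control · Technique – 405 nm absorbance of p-nitroaniline, reads at 0 and 120 min · Doses – 8.5 µM nominal · Measure – % activation between DMSO and enzyme-spiked controls · Also added – Ac-DEVD-pNA chromogenic peptide substrate · Schedule – 1 h compound preincubation, 2 h substrate hydrolysis at 25 °C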
The depositor's hits bear a star; i = inactive; x = no result given.

SMILES | RPL19A TOR yeast | AHR act | proCasp7 act | MEP2 TOR yeast | JMJD2C inh | Yeast superoxide | LAP4-GFP MLPCN | proCasp3 act
O=[N+]([O-])c1ccc(SCc2ccncc2)nc1 | 92 | 1 | -9 | 100 | 13 | 108 | 103 | -16
CCCCNS(=O)(=O)c1ccc(NC(=O)Cc2ccc(OC)cc2)cc1 | 87 | 3 | -6 | 102 | 0 | 101 | 117 | -4
CSc1nc(N(C)C)nc(N(C)C#N)n1 | 100 | -2 | 9 | 91 | -14 | 95 | 109 | 6
CCc1ccc(/C(C)=N/NC(=O)C(O)c2ccccc2)s1 (stereo not given) | 96 | 4 | 7 | 103 | -5 | 111 | 107 | 2
Cc1ccccc1OCCNc1cc(N2CCN(CCO)CC2)ccc1[N+](=O)[O-] | 97 | 20 | -5 | 93 | -16 | 105 | 95 | 11
Cc1cccc(NS(=O)(=O)c2csc(C(N)=O)c2)c1C | 101 | 2 | 0 | 104 | -7 | 90 | 91 | 7
COC(=O)c1ccccc1OCCCOc1ccc(C=O)cc1OC | 103 | 0 | 2 | 105 | 1 | 100 | 96 | -8
CCc1ccc(N2C(=O)CN(Cc3ccc(OC)c(OC)c3)C2=S)cc1 | 104 | 0 | 1 | 95 | 4 | 90 | 93 | -1
O=C(CO/N=C/c1ccc2c(c1)OCO2)Nc1cccc(Br)c1 | 99 | 4 | -8 | 103 | -4 | 112 | 107 | -6
COc1ccc(C(CC(=O)NCCCN2CCOCC2)NS(=O)(=O)c2ccc(C)cc2)cc1 (stereo not given) | 98 | -2 | -6 | 109 | -15 | 101 | 104 | -5
c1csc(CN2CCN(Cc3cccs3)C2c2cccs2)c1 | 100 | -2 | -6 | 101 | 8 | 99 | 97 | -2
COc1ccc(NC(=O)C2CCN(C(=O)Nc3ccc(C)cc3)CC2)cc1OC | 96 | 0 | 2 | 99 | -6 | 100 | 106 | 3
Cc1ccc(-c2c(C)n([O-])c3c([n+]2=O)CCC3)o1 | 94 | 1 | 7 | 99 | 2 | 108 | 96 | 6
COC(=O)c1ccc2c(=O)n(CCCCCC(=O)NCc3ccccn3)c(=O)[nH]c2c1 | 101 | 2 | -3 | 105 | 1 | 98 | 99 | 9
Cc1cccc(C)c1NC(=O)CN(C)C(=O)C1CCN(c2ncnc3sc(C)c(C)c23)CC1 | 97 | -2 | -3 | 117 | -3 | 98 | 107 | -10
O=C(N[C@@H](Cc1ccccc1)C(=O)OCc1ccccc1)c1nc[nH]c1C(=O)NC1CCNCC1 | 97 | 1 | 4 | 104 | 0 | 103 | 102 | 11
O=C(Cn1nc(-c2cccc(Cl)c2)ccc1=O)NCC1COCCO1 (stereo not given) | 102 | -1 | -1 | 101 | 4 | 102 | 100 | 4
Cc1occc1C(=O)NNC(=O)CN1C(=O)NC(C)(c2ccccc2)C1=O (stereo not given) | 98 | 1 | -6 | 102 | -2 | 98 | 107 | 7
OC(Cn1cncn1)(c1ccc(F)cc1)c1ccc(Cl)cc1 (stereo not given) | 104 | 2 | 2 | 108 | 3 | 302 | 96 | -3
Cc1ccc(Nc2nc(-c3cccnc3)nc3ccccc23)cc1 | 74 | -8 | 0 | 111 | -5 | 97 | 135 | -8
O=C(Cc1ccccc1)Nc1ccc2c(c1)CCC2 | 101 | 12 | 5 | 98 | 0 | 107 | 101 | 8
O=C(CSc1nc2ccccc2[nH]1)Nc1c(F)c(F)c(F)c(F)c1F | 91 | 5 | 14 | 98 | -1 | 95 | 109 | -1
O=C(/C=C/c1c(Cl)nc2ccccn12)N1CCN(c2ccccc2F)CC1 | 95 | -1 | -3 | 91 | -2 | 143 | 112 | -5
COCC1CCN(Cc2cn(C)nc2-c2cccc(Cl)c2)C1 (stereo not given) | 98 | 1 | 2 | 96 | 1 | 96 | 100 | 3
Cn1c(COc2ccc(Cl)cc2)nc2ccccc2c1=O | 102 | 31 | 14 | 102 | -3 | 139 | 112 | 6
COc1ccccc1N(CC(=O)NCc1ccc(F)cc1)C(=O)CCC(=O)Nc1ccccn1 | 97 | 0 | -1 | 98 | 4 | 104 | 94 | 0
O=C(c1cc2ccccc2oc1=O)N1CCN(CCc2ccccc2)CC1 | 109 | -1 | 0 | 112 | 41 | 86 | 106 | 3
CC(Sc1ccsc1[N+](=O)[O-])C(=O)N1CCN(c2ccccn2)CC1 (stereo not given) | 106 | 2 | -4 | 105 | -3 | 126 | 92 | 6
CCN(CC(=O)Nc1ccc(NC(C)=O)cc1)C(=O)COc1ccc(C(=O)c2ccccc2)cc1 | 101 | 4 | -5 | 101 | 2 | 91 | 109 | 10
COc1cc(OC)c(OC)cc1CNC(=O)CCN1C(=O)c2cccc([N+](=O)[O-])c2C1=O | 99 | 0 | 6 | 102 | 1 | 93 | 111 | -7
O=C(C[C@@H]1C/C=C\C[C@H](NC(=O)OCC2c3ccccc3-c3ccccc32)C(=O)OC[C@H]2CCCN2C1=O)N[C@@H](CO)Cc1ccccc1 | 90 | 0 | -6 | 99 | -1 | 107 | 89 | -6
COC(=O)c1sccc1NC(=S)Nc1ccc(C)cc1 | 95 | 2 | -5 | 97 | -7 | 108 | 111 | -6
C=CCn1c(SCC(=O)/C(C#N)=C(\C)N)nc2sc(CC)cc2c1=O | 93 | -6 | -10 | 98 | -7 | 99 | 90 | -3
Nc1c(C(=O)NC2CC2)sc2nc3c(c(-c4ccco4)c12)CC/C3=C/c1ccco1 | 71 | 7 | -12 | 261* | 40 | 105 | 195* | -12
COc1ccc(NC(=S)NNC(=O)c2ccccc2OC(F)F)cc1 | 95 | 118* | -5 | 103 | 1 | 96 | 101 | 4
S=C(Nc1cc(Cl)cc(Cl)c1)NC1CCN(Cc2ccccc2)CC1 | 117 | x | x | 106 | -10 | 97 | 82 | x
COC(=O)c1ccc(C)c(NC(=O)CCCN2C(=O)CN(C)C2=O)c1 | 97 | -1 | 2 | 103 | -1 | 113 | 94 | -2
COc1ccc(NC(=O)c2ccc(OCC3CCCO3)cc2)cc1OC (stereo not given) | 98 | 2 | -5 | 113 | -3 | 90 | 99 | 3
CC(=O)c1cc(CCC(=O)NC2CCCCCC2)oc1C | 99 | 0 | -10 | 102 | 6 | 101 | 113 | 9
Cc1ccc(S(=O)(=O)N2CCC(C)CC2)cc1 | 102 | 2 | 5 | 100 | 6 | 89 | 92 | 1

The final six entries of the section before are carried over, then new ones follow:
SMILES | RPL19A TOR yeast | AHR act | proCasp7 act | MEP2 TOR yeast | JMJD2C inh | Yeast superoxide | LAP4-GFP MLPCN | proCasp3 act
COc1ccc(NC(=S)NNC(=O)c2ccccc2OC(F)F)cc1 | 95 | 118* | -5 | 103 | 1 | 96 | 101 | 4
S=C(Nc1cc(Cl)cc(Cl)c1)NC1CCN(Cc2ccccc2)CC1 | 117 | x | x | 106 | -10 | 97 | 82 | x
COC(=O)c1ccc(C)c(NC(=O)CCCN2C(=O)CN(C)C2=O)c1 | 97 | -1 | 2 | 103 | -1 | 113 | 94 | -2
COc1ccc(NC(=O)c2ccc(OCC3CCCO3)cc2)cc1OC (stereo not given) | 98 | 2 | -5 | 113 | -3 | 90 | 99 | 3
CC(=O)c1cc(CCC(=O)NC2CCCCCC2)oc1C | 99 | 0 | -10 | 102 | 6 | 101 | 113 | 9
Cc1ccc(S(=O)(=O)N2CCC(C)CC2)cc1 | 102 | 2 | 5 | 100 | 6 | 89 | 92 | 1
CN1CCC(=C(c2ccccc2)c2ccc(Br)cc2)CC1 | 96 | 1 | 8 | 101 | -2 | 94 | 101 | -3
CC1CCC(NC(=O)c2ccc3c(c2)OCO3)CC1 (stereo not given) | 101 | 25 | 1 | 101 | 3 | 117 | 94 | -6
COc1ccc(NC2=C(NC(C)=O)C(=O)c3ccccc3C2=O)cc1 | 104 | 12 | -8 | 104 | i | 107 | 101 | 2
NC(=O)C1CC(=O)N(c2ccc(OCC(=O)Nc3ccc(F)cc3)cc2)C1 (stereo not given) | 92 | 0 | -2 | 95 | 4 | 98 | 93 | 3
Cc1cc(C)c(NC(=S)NCCO)c(C)c1 | 98 | -1 | -1 | 98 | 1 | 90 | 100 | 3
O=C(NCC(=O)N(c1cccnc1)C(C(=O)NC1CCCC1)c1cccs1)c1ccco1 (stereo not given) | 92 | 0 | -6 | 90 | 10 | 112 | 91 | -9
COc1ccccc1CNC(=O)c1cccc(C)c1[N+](=O)[O-] | 103 | 4 | -1 | 104 | -5 | 101 | 99 | 5
CC(=O)c1ccc(NC(=O)CCCC(=O)c2ccccc2)cc1 | 109 | -2 | -2 | 102 | 2 | 102 | 99 | -3
O=S(=O)(Nc1ccc(S(=O)(=O)Nc2ncccn2)cc1)c1ccccc1 | 105 | 1 | -6 | 105 | 5 | 96 | 90 | 1
CC(C)(C)c1cc(C(=O)N/N=C/c2ccc(O)cc2)n(-c2ccccc2)n1 | 101 | 0 | 2 | 102 | -18 | 108 | 100 | 4
Cc1[nH]c(=O)[nH]c(=O)c1N(C)C | 103 | -5 | 8 | 99 | 2 | 106 | 93 | 0
N#Cc1c(Cl)nc(-c2ccncc2)nc1-c1ccccc1 | 99 | 8 | -12 | 102 | -6 | 156 | 85 | -1
CCCSc1nnc(-c2c[nH]c3ccccc23)n1CC | 102 | 8 | -7 | 99 | -29 | 102 | 104 | 0
COC(=O)c1ccc2nc(NC(=O)C3CC3)sc2c1 | 101 | -4 | 4 | 107 | 16 | 104 | 107 | 3
COc1ccc(COC(=O)c2ccc(C)c(S(=O)(=O)N3CCOCC3)c2)cc1F | 99 | 1 | 9 | 104 | 5 | 106 | 111 | 10
Cc1ccc(S(=O)(=O)N2CCN(C(=O)CSc3cc(C)ccc3C)CC2)c(C)c1 | 114 | x | x | 104 | 0 | 110 | 96 | x
CN(C)N1C(N)=C(C#N)C(c2cccs2)C2=C1CC(C)(C)CC2=O (stereo not given) | 94 | 0 | -8 | 99 | -15 | 100 | 99 | 7
Cc1cc(-c2ccccc2)c2c(=O)[nH][nH]c2n1 | 100 | 1 | 0 | 96 | -10 | 105 | 96 | 1
CCOc1ccc(CCNC(=O)COC(=O)CNS(=O)(=O)c2ccc(C)cc2)cc1OCC | 92 | 2 | 2 | 95 | 7 | 102 | 102 | 12
Nc1n[nH]c(C(F)(F)F)c1-c1ccccc1 | 100 | -2 | 12 | 105 | -7 | 82 | 101 | 0
Cc1ccc(N(C(=O)Cc2cccs2)C(C(=O)NC2CCCC2)c2ccncc2)cc1 (stereo not given) | 105 | 6 | -4 | 114 | 4 | 94 | 100 | -1
Cc1c(NS(=O)(=O)c2ccc(N(C)C3CCCCC3)c([N+](=O)[O-])c2)c(=O)n(-c2ccccc2)n1C | 102 | 1 | 1 | 101 | -9 | 83 | 96 | -19
CC(C)C(=O)Nc1nnc(S(=O)(=O)N2c3ccccc3CC2C)s1 (stereo not given) | 100 | -2 | 1 | 106 | -3 | 96 | 104 | 10
Cc1ccc(-n2nc3c(=O)n(CC(=O)NCc4ccc(C)o4)nc(C)c3c2C)cc1 | 99 | -1 | -6 | 94 | -5 | 87 | 89 | 6

High-throughput results: PubChem, several laboratories
